# HT1080 IDH1KD tx = qHTS for induction of synthetic lethality in tumor cells producing 2HG: qHTS for the HT-1080-IDH1KD cell line | 360,000 compounds, 2% hits | Potency, µM (titrated, usually from 46.1 µM), without a hit: at the highest dose activity, negative = toxicity, most hits filed as cytotoxic | AID 686971, 2013 | HT-1080 IDH1 knockdown viability, ATP luminescence, 48 h;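 note: potency is the fitted concentration of half-maximal effect; 0% = DMSO wells and -100% = cell-free medium wells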
#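 Cytotoxicity counter-line: IDH1KD HT-1080, 48 h, CellTiter-Glo. Curves classed by r2, magnitude and activity.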
# IL-1B inflam inh = qHTS for Inhibitors of Inflammasome Signaling: IL-1-beta AlphaLISA Primary Screen; activity change, % at 57.5 µM; THP-1 LPS/ATP IL-1B secretion, AlphaLISA, 16 h; hits give low values; 360,000 compounds, 4.7% hits; in the data active = activity change below about -50%; inconclusive = mostly about -30% to -49%; note: % is set by controls: 0 for no effect and ±100 for the full control effect
#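 Secreted IL-1B measured by AlphaLISA bead assay after 16 h compound exposure of THP-1 cells; compounds (final up to 57.5 uM) added 1 h before LPS (250 ng/mL) and ATP (1.25 mM) stimulation; lower signal means less secretion.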
# MCF10A rerep = A quantitative high throughput screen for small molecules that induce DNA re-replication in MCF 10a normal breast cells | MCF 10A DNA re-replication, Hoechst nuclear intensity, 48 h | Potency, µM (highest dose often 46.1 µM), for the others: top-dose activity, positive = re-replication, hits mostly activators | 350,000 compounds, 2.9% hits | AID 624296, 2012; note: potency is the fitted concentration of half-maximal effect; % of control where 0% means no effect; nearly all actives have a fitted effect of over 50% in size
# ATXN2 expr inh = Primary qHTS for Inhibitors of ATXN expression; HEK-293 ATXN2-luciferase reporter, luminescence, 24 h; Potency, µM (series often up to 57 µM), without a hit: at the top dose activity change, negative = inhibition, actives largely listed as inhibitors; 360,000 compounds, 0.72% hits; AID 1745845, 2022; note: potency is the fitted concentration of half-maximal effect; % is set by controls: 0 for no effect and ±100 for the full control effect; nearly all actives have a fitted effect of over 55% in size
#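 qHTS (up to 57 uM final) was run with 24 h compound exposure of reporter cells at 37 °C. Each well was multiplexed: SteadyGlo luminescence measured ATXN2-luciferase expression after a fluorogenic Gly-Phe-AFC viability readout (25 uM final).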
# ATXN viability = Viability Counterscreen for Primary qHTS for Inhibitors of ATXN expression; S2 cells (HEK-293 line with an ATXN2-luciferase reporter) viability, CellTiter-Fluor protease fluorescence, 24 h; Potency, µM (doses to about 56.7 µM), usual class: cytotoxic; 400,000 compounds, 0.49% hits; note: potency is the fitted concentration of half-maximal effect; nearly all actives have a fitted effect of over 40% in size
# KB-3-1 cytotox = qHTS assay for MDR1-selective chemotherapeutics: Primary screen using the parental adenocarcinoma cell KB-3-1. KB-3-1 viability, CellTiter-Glo ATP luminescence, 72 h. Potency, µM (highest dose often 46.1 µM), without a hit: top-dose activity change, negative = cytotoxic, usual class: cytotoxic. 400,000 compounds, 1.4% hits. AID 1347075, 2019; note: potency is the fitted concentration of half-maximal effect; % is set by controls: 0 for no effect and ±100 for the full control effect; nearly all actives have a fitted effect of over 60% in size
#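 Multi-concentration cytotoxicity screen in KB-3-1 cells grown in DMEM lacking phenol red with 10% FBS. After 72 h at 37 °C with compound, ATP-dependent luminescence was recorded.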
# HT1080-NT tox = qHTS for induction of synthetic lethality in tumor cells producing 2HG: qHTS for the HT-1080-NT fibrosarcoma cell line; HT-1080-NT fibrosarcoma viability, CellTiter-Glo ATP luminescence, 48 h; Potency, µM (highest dose often 46.1 µM), for the others: at the top dose activity, negative = less viability, hits mostly cytotoxic; 360,000 compounds, 1.6% hits; AID 686970, 2013;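 note: NT is the 2HG producing partner of a matched IDH1 knockdown line; potency is the fitted concentration of half-maximal effect; 0% = DMSO-treated cells and -100% = media-only wells without cells; nearly all actives have a fitted effect of over 55% in size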
#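 Fibrosarcoma NT cells, 750 per well in 5% FBS RPMI, were exposed to compound for 48 hours. Viability: CellTiter-Glo luminescence.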
# KB-V1 MDR tox = qHTS assay for MDR1-selective chemotherapeutics: Primary screen using the drug-selected MDR subline cells KB-V1; KB-V1 MDR cells viability, CellTiter-Glo, 72 h; Potency, µM (doses to about 46.1 µM), for inactives: at the highest dose activity change, negative = cytotoxicity, hits mostly cytotoxic; 400,000 compounds, 3.4% hits; AID 1347076, 2019; note: potency is the fitted concentration of half-maximal effect; % is set by controls: 0 for no effect and ±100 for the full control effect; nearly all actives have a fitted effect of over 60% in size
#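 qHTS viability screen in drug-selected KB-V1 MDR cells: 72 h compound treatment at 37 degrees C, ATP luminescence end point.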
# SW480 rereplic = A quantitative high throughput screen for small molecules that induce DNA re-replication in SW480 colon adenocarcinoma cells; SW480 DNA re-replication, Hoechst DNA content imaging, 48 h; 340,000 compounds, 1.8% hits; Potency, µM (series often up to 46.1 µM), for inactives: at the top dose re-replication activation, most hits filed as activators; note: potency is the fitted concentration of half-maximal effect; % of control where 0% means no effect; nearly all actives have a fitted effect of over 55% in size
#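 SW480 cells exposed to compounds for 48 hr at 37 C, 5% CO2, then Hoechst-stained 40 min. Nuclear DNA content imaged by fluorescence scanning (405 nm excitation, 500-530 nm emission); re-replication scored as increased high-intensity nuclei.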
# Active calls of the source: *; i = inactive; ? = inconclusive; . = no result given; & = joins results of further samples; [ ] = remark or other dose. Unless noted, calls come from the whole dose curve; as a rule, active = well fitted curve in the direction sought with a large enough effect; inconclusive = small, poorly fitted or top-dose-only effect, or another doubt; inactive = no such curve, though single readings can be large; an effect the other way counts as inactive or inconclusive.
# Value order: HT1080 IDH1KD tx	IL-1B inflam inh	MCF10A rerep	ATXN2 expr inh	ATXN viability	KB-3-1 cytotox	HT1080-NT tox	KB-V1 MDR tox	SW480 rereplic
(1) O=C(NC(=S)NCc1nc2ccccc2[nH]1)c1ccc(F)cc1
    10%	-12	-2%	?	i	11%	7%	?	2%
(2) COCCn1c(N)c(N(Cc2ccccc2)C(=O)COc2ccc(F)cc2Cl)c(=O)[nH]c1=O
    3%	7	2%	11%	i	-8%	3%	17%	-20%
(3) CCOc1ccc(-c2cc(C(=O)Nc3cc(OC)c(OC)c(OC)c3)[nH]n2)c(C)c1
    ?	39	.	13%	i	0%	8%	0%	.
(4) c1csc(-c2noc(CN3CCN4CCCC4C3)n2)c1 (centres undefined)
    14%	21	-2%	16%[11.3 µM]	i	2%	9%	8%	12%[1.84 µM]
(5) O=C(CCC(=O)N(CC(=O)NC1CCCC1)c1ccc(F)cc1)Nc1nccs1
    -9%	0	-11%	-10%	i	2%	0%	18%	-17%
(6) OC[C@@H]1CN(Cc2ccncc2)C[C@H](n2cnc3c(NCc4ccco4)ncnc32)O1
    11%	1	.	13%	i	0%	?	-1%	.
(7) CCOC(=O)c1sc(Nc2ccccc2Cl)nc1C
    11%	?	14%	.	i	-12%	14%	-21%	-6%
(8) COc1ccc(C(=O)Nc2ccc(Nc3ccccc3)cc2)cc1OC
    2%	-9	2%	-31%	i	6%	-2%	1%	-2%
(9) Cn1cnc(C(=O)NCc2ccccc2)c1C(=O)NCc1ccccc1
    -8%	-2	26%	-12%	i	-4%	-3%	-8%	-51%[inhibitor]
(10) Cc1cc(C)c(NC(=O)/C=C\C(=O)O)c([N+](=O)[O-])c1
    0%	0	15%	-22%	i	3%	-2%	18%	0.16µM*
(11) CC(C)C(NS(=O)(=O)c1cccs1)C(=O)NCCCN1CCCCCC1 (centres undefined)
    -7%	0	0%	.	i	4%	0%	-5%	-12%
(12) COc1ccc(S(=O)(=O)N(C)C[C@H]2Oc3c(NC(=O)Nc4ccccc4)cccc3C(=O)N([C@H](C)CO)C[C@@H]2C)cc1
    -8%	0	-5%	-11%	i	3%	-18%	0%	-9%[9.22 µM]
(13) CC(=O)Nc1ccc2c(c1)nc(CCN1CCC(C)CC1)n2C
    4%	-5	-17%	10%	i	1%	6%	?	5%
(14) COc1ccc(CCNC(=O)C2CCN(C(=O)c3cccs3)CC2)cc1
    8%	34	1%	-11%	i	-10%	3%	-7%	-13%
(15) COCCCN(Cc1ccco1)C(=O)CSc1nc2ncccc2[nH]1
    5%	-9	?	.	?	2%	4%	21%	-6%
(16) COC(=O)c1ccc(CNC(=O)c2nc(Cn3nc(C)c(Br)c3C)no2)cc1
    .	.	.	-17%	i	-10%	.	?	.
(17) CCN(CC)CCCNC(=O)c1cnc(SC)nc1-c1ccccc1
    .	.	.	-2%	i	3%	.	0%	.
(18) COc1ccc(-c2nnnn2-c2ccccc2OC)cc1
    ?	13	?	-13%	i	?	?	13µM*	?
(19) Cc1ccc(CNC(=O)C2CCN(S(=O)(=O)N3CCCC3)CC2)cc1
    3%	0	0%	-24%	?	?	-2%	9%	21%
(20) COc1cccc(C2c3[nH]c4ccccc4c3C[C@H]3C(=O)N(c4ccccc4C(=O)N4CCC[C@H]4C(=O)O)C(=O)N23)c1 (some centres undefined)
    0%	1	7%	4%	i	0%	0%	0%	-7%
(21) COc1cc2c(cc1OC)C(CCc1ccccc1)=NCC2
    -9%	-18	8%	-15%	i	-3%	-1%	-25%	15%
(22) Cc1cccc(NC(=O)Nc2ccc(F)cc2)n1
    1%	-1	-2%	51%&44%[activator]	i	4%&-1%	-1%	?	2%
(23) CCOc1ncccc1C(=O)OCC(=O)Nc1ccc(S(=O)(=O)N2CCOCC2)cc1
    0%	-16	-2%	.	i	-1%	6%	-9%	-7%
(24) N#CCC(N)=C(C#N)C#N
    5%	13	-3%	-1%	i	0%	-6%	9%	-34%[inhibitor]
(25) CCN(C[C@H]1N[C@@](Cc2ccccc2)(C(=O)OC)[C@H]2C(=O)N(Cc3ccccc3)C(=O)[C@@H]12)C(=O)Nc1ccc(C)cc1
    ?	-7	?	-9%	?	0%	?	-1%	?
(26) COc1ccccc1NC(=O)CSc1nc(=O)n2cc(C)ccc2n1
    3%	-2	3%	5%	?	6%	1%	-6%	-2%
(27) CN(C)CCNC(=O)c1onc(CSc2ccc(F)c(F)c2)c1C(=O)NCCN(C)C
    -20%	?	-1%	-25%	i	0%	-22%	-2%	-6%[9.22 µM]
(28) CC(C)(C)n1nc2c(c1NC(=O)Cc1cccc3ccccc13)CS(=O)C2 (centres undefined)
    -1%	-6	2%	5%	i	-18%	0%	-1%	-6%
(29) O=C(NCC(=O)N1CCN(c2ccccc2F)CC1)c1ccc(Br)o1
    0%	3	7%	1%	i	0%	1%	-24%	-3%
(30) O=c1[nH]c(-c2ccccc2Cl)nc2c1sc(=S)n2-c1ccccc1
    1%	30	13%	8%	i	-1%	3%	12%	-10%
(31) Cc1ccc(N2CCN(S(=O)(=O)c3ccc4c(c3)oc(=O)n4C)CC2C)cc1 (centres undefined)
    -4%	13	-1%	-11%	i	?	-10%	-12%	?
(32) O=C(NNC(=O)c1cc2cc3ccccc3nc2s1)c1cccc(C(F)(F)F)c1
    12%	2	?	8%	i	10%	4%	0%	1%
(33) O=C(O)c1ccc2[nH]c3c(c2c1)CCCC3
    -7%	-4	-15%	6%	i	-21%	3%	-13%	?
(34) COc1ccccc1NC(=O)C1CCN(C(=O)c2ccco2)CC1
    13%	3	-9%	-5%	i	9%	8%	-9%	-8%
(35) CCN1CCN(c2nnc(-c3ccccc3)c3ccccc23)CC1
    2%	0	-4%	5%	i	2%	5%	?	-8%
(36) COc1ccc(CC(=O)NNC(=O)COc2ccc(Br)cc2C)cc1OC
    0%	-14	0%	-8%	i	1%	-2%	-11%	-7%
(37) Cc1nn(-c2ccccc2)c(Oc2ccccc2)c1C=O
    2%	?	?	.	?	-2%	-4%	8%	14%
(38) O=C(NNc1ccc([N+](=O)[O-])cc1)C1CC1c1ccccc1 (centres undefined)
    ?	-4	-3%	0%	i	4%	-1%	1%	-10%
(39) Cc1cc(C#N)c(C)n1-c1cc(C(F)(F)F)ccc1N1CCOCC1
    3%	7	23%	-26%	i	-15%	0%	-26%	5%
(40) CS/C(N)=N/S(=O)(=O)c1ccc(NC(C)=O)cc1
    6%	-4	1%	.	?	2%	2%	7%	-8%
(41) Cc1cc(-c2nnc(SCC(=O)Nc3c(C)cccc3C)n2N)n[nH]1
    13%	-3	-1%	5%	i	13%	8%	?	-23%
(42) CCOC(=O)N/N=C/c1ccc(F)cc1
    -1%	-2	-19%	47%[activator]	i	-16%	-2%	21%	-2%
(43) O=C(CN1CCN(c2ccccc2F)CC1)Nc1nnc(C(F)(F)F)s1
    -1%	14	?	.	i	-14%	-1%	-2%	-8%
(44) O=C(NNC(=O)c1ccc(Br)s1)c1csc(N2CCOCC2)n1
    1%	-16	13%	.	i	0%	-4%	-5%	-2%
(45) COc1ccccc1C(=O)N/C(=C/c1ccc(Br)cc1)C(=O)NCCCn1ccnc1
    -15%	-29	14%	1%	i	-12%	10%	12%	-10%
(46) COc1ccc(-c2nc(CS(=O)CC(=O)NC3CCCC(C)C3C)c(C)o2)cc1OC (centres undefined)
    -9%	0	2%	-8%	i	-8%	-1%	-3%	-26%
(47) CCCCn1c(N)c(N(CCOC)C(=O)c2cccc(-n3cnnn3)c2)c(=O)[nH]c1=O
    -1%	4	0%	5%	i	15%	-15%	12%	-1%
(48) CCOC(=O)c1c(C)[nH]c(N=Nc2cccc(C)c2)c1C
    ?	-5	-1%	92%[activator]	i	?	?	?	1%
(49) Cc1ccc(CSCCNC(=O)CN2C(=O)c3ccccc3S2(=O)=O)cc1
    -6%	22	17%	-10%	i	-10%	4%	-6%	-3%
(50) C=CCC(=O)NC1CC(C)(C)Cc2c1cnn2-c1ccccc1C (centres undefined)
    -9%	9	-2%	5%	i	?	0%	?	-33%[inhibitor]
(51) O=[N+]([O-])c1ccc2nc(SCc3cn4ccccc4n3)[nH]c2c1
    -9%	-10	11%	-23%	?	28%	0%	6%	-4%
(52) CCOc1ccc(C(=O)Nc2cc(-c3nc4ccccc4[nH]3)ccc2C)cc1[N+](=O)[O-]
    -22%	-50*	27%	3%	i	-21%	-22%	9%	15%
(53) COC(=O)CN1C(=O)C2(C(C#N)=C(N)Oc3cc(C)oc(=O)c32)c2ccccc21 (centres undefined)
    9%	0	6%	6%	i	0%	5%	10%	-8%
(54) O=C(CCN1CCc2ccccc2C(c2ccccc2)C1)c1ccc2c(c1)OCCO2 (centres undefined)
    ?	-20	5.2µM*	?	i	?	?	?	?
(55) CC1Nc2ncnc(N3CCc4ccccc4C3)c2N(Cc2ccccc2)C1=O (centres undefined)
    ?	-23	.	-20%	?	0%	?	12%	.
(56) Cc1ccc2nc(NS(=O)(=O)c3cn(C)nc3C)sc2c1
    -2%	3	1%	8%	i	2%	9%	2%	-7%

# Full records as entered above:
# `O=[N+]([O-])c1ccc2nc(SCc3cn4ccccc4n3)[nH]c2c1` is entered as HT1080 IDH1KD tx: -9%; IL-1B inflam inh: -10; MCF10A rerep: 11%; ATXN2 expr inh: -23%; ATXN viability: ?; KB-3-1 cytotox: 28%; HT1080-NT tox: 0%; KB-V1 MDR tox: 6%; SW480 rereplic: -4%
# `Cc1ccc(CSCCNC(=O)CN2C(=O)c3ccccc3S2(=O)=O)cc1` is entered as HT1080 IDH1KD tx: -6%; IL-1B inflam inh: 22; MCF10A rerep: 17%; ATXN2 expr inh: -10%; ATXN viability: i; KB-3-1 cytotox: -10%; HT1080-NT tox: 4%; KB-V1 MDR tox: -6%; SW480 rereplic: -3%
